Source: PubChem BioAssay
RT RNaseH block = inhibitors of HIV-1 reverse transcriptase RNase H; hit rate 1.9% among 65,000; AID 565; RT-RNase H RNA/DNA duplex cleavage, fluorescence; inhibition, % at 10 µM; in the data active = inhibition above about 50%
RmlCD inh mix = inhibitors of RmlC and RmlD coupled enzymes. hit rate 0.39% among 110,000. inhibition, % at 5.5 µM. RmlC/RmlD coupled enzyme inhibition, 384-well mixture HTS. AID 1532; in the data active = inhibition above about 30%, passing the limit was not always enough; also: strong numbers were not always called active
An asterisk follows results filed as active; nt = not tested or not shown.

nr	molecule	RT RNaseH block	RmlCD inh mix
1	Cc1ccc(S(=O)(=O)N2CCN(C(=O)CSc3nc4ccccc4o3)C2)cc1	-21.0	7.4
2	CCOCCOC(=O)C1=C(C)N(C)C(=O)NC1c1ccccc1F (configuration not stated)	-6.5	-8.4
3	CCCC1C(c2ccc(OC)cc2)C(C#N)(C#N)C2(C#N)CC1(N)NC2=O (configuration not stated)	-0.3	17.2
4	CCOc1ccc(CN2CCN(C(=O)c3ccccc3)CC2)cc1	-2.6	7.9
5	Cc1ccc(C(C(=O)NC2CCCC2)N2CCCCC2)cc1 (configuration not stated)	-2.8	10.5
6	CCOC(=O)Cc1csc(NC(=O)c2cccc(OC)c2)n1	3.8	-0.9
7	COc1cc(C2CC(=O)N3CN(c4ccccc4C)CSC3=C2C#N)cc(OC)c1OC (configuration not stated)	66.4*	-14.1
8	CCCCOc1ccccc1C1CC(=O)NC2=C1C(=O)CCC2 (configuration not stated)	-8.4	nt
9	CCOC1(C(F)(F)F)NC(=O)N(Cc2ccc(OC)cc2)C1=O (configuration not stated)	-22.0	6.0
10	COc1ccc2cc3cc(C(=O)N4CCN(Cc5ccc6c(c5)OCO6)CC4)oc3nc2c1	-20.9	nt
11	COc1ccc(C(O)Cc2nc3ccccc3n2C)cc1OC (configuration not stated)	-7.5	4.5
12	O=C(Nc1ccccc1)C1=C[C@@H](c2ccc(C(F)(F)F)cc2)C[C@@H](OCCCCO)O1	nt	-11.2
13	COc1cccc(C2C(C(=O)c3sc(C)nc3C)=C(O)C(=O)N2CCN2CCOCC2)c1 (configuration not stated)	0.5	6.1
14	CCOC(=O)c1oc2nc(C(C)C)c3c(c2c1N)CCC3	4.0	-4.2
15	C/C(=C\C(=O)Nc1nccs1)c1ccccc1	-8.4	-7.2
16	Cc1nc2nc(-c3ccccc3)cc(=O)n2[nH]1	-3.2	-4.2
17	O=C1Nc2ccccc2C12OC1CCCCC1O2 (configuration not stated)	-1.4	2.7
18	CCOC(=O)N1CCC(Nc2c(NCCCN3CCN(c4ccc(OC)cc4)CC3)c(=O)c2=O)CC1	-1.3	nt
19	Cc1cccc2cc(C#N)c(SCCN3CCCCC3)nc12	4.5	-18.9
20	Cc1cccc(NC(=O)c2c(C)cc(=O)oc2C)n1	-5.3	-25.1
21	OCC[C@@H]1C[C@H](O)[C@@H](O)[C@]2(CCCCO2)O1	nt	-10.6
22	CSCC[C@H](NC(=O)CCNC(C)=O)c1nc2ccccc2[nH]1	nt	-15.3
23	CC(NC(=O)C1C2C=CC(C2)C1C(=O)O)c1ccccc1 (configuration not stated)	0.9	-0.2
24	Fc1ccc(C2C3=C(Nc4ncnn42)c2ccccc2OC3c2ccncc2)cc1 (configuration not stated)	3.6	3.2
25	COC(=O)[C@H](CC(C)C)NC(=O)NC1CCCCC1C (some centres not stated)	nt	-6.3
26	CC(=O)Nc1ccc(-c2nnc(SCC(=O)Nc3ccc4c(c3)oc3ccccc34)n2C)cc1	nt	-8.9
27	CC(=O)NC(Cc1ccccc1)C(=O)NC1CCN(C(=O)NC2CCCCC2)CC1 (configuration not stated)	-12.6	-6.0
28	O=C(NCC1CCCO1)c1coc2nc3ccccc3nc12 (configuration not stated)	13.5	29.0
29	Cc1ccc(NC2c3ncccc3C(=O)N2c2ccccc2C)cc1C (configuration not stated)	56.2*	14.5
30	CSc1ccccc1NC(=O)c1cc(CC(C)C)on1	24.4	-10.3
31	Cc1cc(C(=O)OCC(=O)Nc2ccc(F)cc2F)c(C)o1	-47.1	-9.8
32	O=C1C=C(c2ccccc2)C[C@H](c2cccs2)[C@H]1n1cnc([N+](=O)[O-])c1	nt	-9.9
33	COc1ccc(CC(=O)NC2CCN(CC(=O)Nc3ccc4c(c3)OCCO4)CC2)cc1OC	-2.9	-9.7
34	CC1(C(=O)NC2CCCCCCC2)CCC(=O)N1CCN1CCOCC1 (configuration not stated)	1.5	-0.5
35	CCOC(=O)c1cnc2c(C)cccc2c1NCCc1ccc(OC)c(OC)c1	nt	-8.5
36	O=C(c1cccs1)N1CCN(Cc2ccncc2)CC1	-1.8	-44.9
37	CC(C)CSc1nnc2c(n1)[nH]c1ccccc12	nt	5.1
38	COc1ccccc1C(=O)Nc1ccc(N2CCN(Cc3ccccc3)CC2)cc1	1.3	-1.6
39	O=C(COc1ccccc1O)Nc1ccccc1Cl	-6.9	-5.4
40	CCOc1ccccc1N(CC(=O)Nc1ccc2c(c1)OCO2)S(C)(=O)=O	-10.2	172.1
41	CC1c2[nH]c3ccccc3c2CCN1S(C)(=O)=O (configuration not stated)	-2.3	-6.4
42	COc1ccc2c(C)cc(SCC(=O)c3ccc4c(c3)OCO4)nc2c1	nt	3.3
43	COc1cccc(Nc2ncccc2C(=O)Nc2ccccc2)c1	nt	6.7
44	Cc1cccc(N2CCN(S(C)(=O)=O)CC2)c1C	1.7	nt
45	COc1ccc(C)cc1NC(=O)CSc1nnc(-c2ccc(Br)cc2)o1	5.5	-11.7
46	C=CCn1c(SCC(=O)c2[nH]c(C)c(C(C)=O)c2C)nnc1-c1ccncc1	nt	12.0
47	COC(=O)c1ccc(C)c(NC(=O)CN(c2cc(OC)ccc2OC)S(C)(=O)=O)c1	-9.8	7.6
48	Nc1cc(C(=O)O)ccc1Nc1ccccc1	-0.3	-11.6
49	Oc1ccc(-c2nc3ccccn3c2NCc2ccc3c(c2)OCO3)cc1	1.6	-19.4
50	COc1ccc(-c2oc(/N=C/N3CCOCC3)c(C#N)c2-c2ccc(OC)cc2)cc1	16.5	2.6
51	O=C(c1cccc(N2C(=O)C3C4C=CC(C4)C3C2=O)c1)N1CCCCCC1 (configuration not stated)	nt	0.9
52	CN(c1ccccc1)C(c1ccc(F)cc1)c1nnnn1C1CCCC1 (configuration not stated)	2.8	0.9
53	CCOC(=O)c1cc2c(=O)n3ccccc3nc2n(CCOC)c1=NC(=O)C(C)(C)C	5.0	-13.9
54	COc1ccc(OCCNC(=S)Nc2cccc3ccccc23)cc1	nt	-11.1
55	COc1ccccc1N1CCN(Cc2c(F)cccc2Cl)CC1	-18.9	5.9
56	Nc1nc(SCc2ccccc2Cl)[nH]c(=O)c1-c1ccccc1	nt	0.0
57	CN(C)S(=O)(=O)c1ccc(NC(=O)C2COc3ccccc3O2)cc1 (configuration not stated)	-64.8	7.9
58	CCn1c(CNC(=O)c2ccccc2)nc2ccccc21	2.7	-13.3
59	COCCNC(=O)COC(=O)/C=C/c1c(C)nn(Cc2ccc(Cl)cc2Cl)c1Cl	nt	-8.3
60	c1ccc2c(COn3nnc4ccccc43)cccc2c1	nt	4.4

(continued)
nr	molecule	RT RNaseH block	RmlCD inh mix
61	CCOc1cccc(NC(=O)CSc2nncn2N)c1	-0.9	1.7
62	NCCS	nt	2.6
63	CC1CC(C)CN(C(=O)COC(=O)c2cc3ccccc3cc2O)C1 (configuration not stated)	0.2	-17.4
64	COc1ccc(C(=O)NC2CCCCCC2)cc1S(=O)(=O)N1CCCc2ccccc21	nt	-8.2
65	O=C(Nc1ccc(/C=C/c2nc3ccccc3o2)cc1)c1cccc(C(F)(F)F)c1	nt	19.3
66	CC1Oc2ccccc2N(Cc2ccccc2Cl)C1=O (configuration not stated)	-26.0	5.1
67	CC1CC(C)CN(C(=O)Cn2c(=O)n(CCCCC(=O)NCc3ccco3)c(=O)c3ccccc32)C1 (configuration not stated)	-11.4	-2.1
68	Cn1nc([N+](=O)[O-])nc1Sc1nnc(-c2ccccc2)o1	nt	5.9
69	CCOc1ccc(-c2nnn(CC(=O)NCc3ccc(F)cc3)n2)cc1OCC	7.9	6.9
70	COc1cc(NC(=O)c2c(F)c(F)c(F)c(F)c2F)c(OC)cc1Cl	-0.4	4.5
71	CC(=O)O[C@H]1C[C@@]2(C)[C@@H](C[C@@H](O)[C@H]3[C@@]4(C)CC[C@@H](O)[C@@H](C)C4CC[C@@]32C)/C1=C(\CCC=C(C)C)C(=O)O (some centres not stated)	nt	6.3
72	COc1ccc(Cc2nc(-c3ccccc3)no2)cc1	-15.5	3.2
73	CCOC(=O)Cc1c(C)nc2c(C#N)c(C)nn2c1C	-6.3	12.4
74	CCOc1cc(NC(=O)C2CCCO2)c(OCC)cc1NC(C)=O (configuration not stated)	-8.5	-14.9
75	COc1cccc(OC)c1C(=O)NC(=S)Nc1ccc2c(c1)Cc1ccccc1-2	nt	-10.2
76	C[C@@H]1CN=C2N(CCNC(=O)CCC3CCCCC3)[C@H](Cc3ccc(O)cc3)CN21	nt	-12.3
77	O=C(Cn1c(C(F)(F)F)nc2ccccc21)c1ccccc1	nt	1.1
78	O=C1C2C3C=CC(C3)C2C(=O)N1CNc1ccccc1 (configuration not stated)	nt	2.8
79	O=C(CN1CCCCC1)Nc1ccc(S(=O)(=O)N2CCOCC2)cc1	nt	1.7
80	COc1cccc2c(=O)c(C/C=C(/C)Cl)c(C)[nH]c12	0.1	9.6
81	c1coc(CN2CN=C(Nc3nc4ccccc4s3)NC2)c1	-2.0	-5.1
82	COC(=O)C1=C(Nc2ccc(C)cc2)C=C(C)C(C(=O)OC)C1c1cccc(OC)c1 (configuration not stated)	nt	-10.4
83	O=C(CSCc1cccc(Cl)c1)N1CCN(Cc2ccc3c(c2)OCO3)CC1	nt	-10.3
84	c1ccc(-c2nc(NCC3CCCO3)c3ccccc3n2)nc1 (configuration not stated)	8.0	-12.2
85	O=C(CCn1nc(-c2ccccc2)c2ccccc2c1=O)N1CCN(c2ccccc2)CC1	-5.2	3.8
86	COc1cccc(NC(=O)c2ccccc2NS(C)(=O)=O)c1	-2.2	0.7
87	C/C=C\C(=O)Nc1cccc(C2=NOC3(C2)C[C@H](C(N)=O)N(C(=O)Cc2ccc([N+](=O)[O-])cc2)C3)c1 (some centres not stated)	nt	8.6
88	Cc1ccc(-c2csc3ncn(CC(=O)N4CCOCC4)c(=O)c23)cc1	nt	24.8
89	N#CCSc1nc2c(c(=O)n1Cc1ccco1)C1(CCCC1)Cc1ccccc1-2	4.0	-15.7
90	CC1(C)CC(=O)C2=C(C1)NCN(Cc1ccccc1)C2	-3.9	8.8
91	Cc1ccc2nc3sc(C(=O)N4CCCc5ccccc54)c(N)c3cc2c1	nt	46.7
92	COc1cc2c3c(c1OC)C1(C=CC(=NO)C=C1)CC3N(C(C)=O)CC2 (configuration not stated)	nt	-9.2
93	CCn1c(COc2ccc(=O)n(-c3ccccc3)n2)nnc1SCc1ccccc1	nt	-3.7
94	CCCCN(C(=O)Cn1nnc2ccccc21)C(C(=O)NCCOC)c1ccc(OC)cc1 (configuration not stated)	0.2	-12.6
95	Cn1c(N)c(C(=O)COC(=O)c2cc(-c3ccccc3)nc3ccccc23)c(=O)n(Cc2ccccc2)c1=O	nt	7.4
96	CC(C)(O)C#Cc1ccc(C(=O)N2CCCC2C(=O)O)s1 (configuration not stated)	-3.1	11.0

One compound at a time, from the list above. Screens in order: RT RNaseH block, RmlCD inh mix
Record of `CC(C)(O)C#Cc1ccc(C(=O)N2CCCC2C(=O)O)s1` (configuration not stated) = -3.1, 11.0
Record of `CCn1c(COc2ccc(=O)n(-c3ccccc3)n2)nnc1SCc1ccccc1` = nt, -3.7
Record of `COc1cccc(NC(=O)c2ccccc2NS(C)(=O)=O)c1` = -2.2, 0.7
Record of `O=C(CCn1nc(-c2ccccc2)c2ccccc2c1=O)N1CCN(c2ccccc2)CC1` = -5.2, 3.8
Record of `Cc1ccc2nc3sc(C(=O)N4CCCc5ccccc54)c(N)c3cc2c1` = nt, 46.7

The listing continues:
nr	molecule	RT RNaseH block	RmlCD inh mix
97	O=C(Nc1ccccc1)N1CCCCC1c1cccnc1 (configuration not stated)	-14.6	40.4
98	O=C(CSc1ccc2c(c1)OCCO2)NCCN1C(=O)CSC1=O	-4.1	1.8
99	NC(=O)CC(NC(=O)Cc1ccc(Br)cc1)c1ccc(NCc2ccc(F)c(F)c2)c([N+](=O)[O-])c1 (configuration not stated)	nt	4.7
100	CN(C)CCOc1ccc(/C(=C(/CCCl)c2ccccc2)c2ccccc2)cc1	nt	-9.2
101	CCOCc1cn(CC(=O)c2ccc(Cl)cc2)c(C)nc1=N	nt	-9.2
102	Cc1cccc(NC(=O)C2CCCN(C(=O)NC3CCCCC3)C2)c1C (configuration not stated)	-4.4	6.0
103	COCCn1c(SCc2ccc(C(=O)OC)o2)nc2cc(Cl)ccc2c1=O	-40.4	10.8
104	Fc1cccc(F)c1CN1CCN(Cc2c(F)cccc2F)CC1	-12.4	7.6
105	Cc1ccc(-c2nn3c(C)nnc3c3ccccc23)cc1S(=O)(=O)N(C)CCO	nt	4.8
106	Cc1ccc(C(=O)NNS(=O)(=O)c2ccccc2[N+](=O)[O-])cc1	nt	-19.2
107	COc1ccc(S(=O)(=O)Nc2nc3ccccc3s2)cc1OC	nt	-0.9
108	CC12C(=O)N(Cc3ccccc3)C(=O)C1C1C=CC2C1 (configuration not stated)	0.4	3.7
109	Cc1ccc(S(=O)(=O)N2CCC(=O)N(CCOC(=O)Nc3cc(C)cc(C)c3)CC2)cc1	nt	9.4
110	O=C1C2C3C=CC(C3)C2C(=O)N1CCCO (configuration not stated)	-8.0	-14.4
111	CCOC(=O)c1c(C)c(C(=O)NCC2CCCO2)c(C)n1C (configuration not stated)	-6.0	8.8
112	Cc1noc(C)c1CSc1nnc(-c2ccccc2)n1N	nt	-7.6
113	Cc1cccn2cc(-c3ccc(NC(=O)Cc4ccccc4)cc3)nc12	nt	7.2
114	COC(=O)COc1cccc(NC(=O)c2ccccc2)c1	-11.6	11.2
115	CCCCN=C(Nc1ccc(Cl)cc1)c1cccnc1	nt	5.0
116	CCOC(=O)c1ccc(N2C(=O)CC(N3CC(C)OC(C)C3)C2=O)cc1 (configuration not stated)	-3.0	-11.5
117	Cc1ccc(S(=O)(=O)N2CCN(C(=O)CN3CCCCC3)C2)cc1	nt	-8.4
118	CCOC(=O)Cn1nnc(-c2ccc(OCC(C)C)cc2)n1	5.1	10.3
119	O=C(CN1C(=O)CC(c2ccccc2)=Nc2ccccc21)NC1CCCCC1	nt	-1.2
120	COc1cc(CC(=O)NCCc2ccc(S(N)(=O)=O)cc2)cc(OC)c1OC	nt	-4.5

A portion of the library; rates above refer to the full screens.
